High-throughput results as filed in PubChem BioAssay.
NRP1-CendR mod: modulators of CendR peptide binding to human neuropilin-1; O14786; FAM-RPARPAR peptide binding to NRP-1, fluorescence polarization; inhibition, % at 25 µM; AID 602438; hit rate 0.85% among 360,000;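 active = inhibition or corrected inhibition above about 18%, plus a signal ratio from 0.5 to 1.5, limit read from the data, passing the limit was not always enough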; also: strong numbers were not always called active
Tb MetRS inh: Trypanosoma brucei MetRS inhibition | hit rate 0.4% among 360,000 | inhibition, % at 11.9 µM | purified T. brucei MetRS, ATP depletion, Kinase-Glo luminescence;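 active = inhibition above a per-plate cutoff of the control wells' mean inhibition plus 3 SD, cut at about 5.5% in these data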;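 also: 0% = DMSO wells median and 100% = median of wells with control inhibitor compound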
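Material: T. brucei methionyl-tRNA synthetase, purified; reagent: substrates ATP, L-methionine and bulk Escherichia coli tRNA; dosing: 11.9 µM single point; timing: 15 min plus 2 h at 25 °C; detection: luminescence of leftover ATP; evaluation: % inhibition; control set: DMSO-only wells as low control; replicates: singlicate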
FAS-TE inh: blocks the thioesterase domain of human fatty acid synthase; P49327; recombinant FAS-TE, OMFH fluorogenic substrate, fluorescence endpoint; inhibition, % at 15 µM; hit rate 0.67% among 360,000; AID 602261;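 active = compounds whose normalised, plate-corrected inhibition of enzyme fluorescence in the single-dose primary screen is 50% or more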;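 also: 0% = DMSO with enzyme and 100% = substrate without enzyme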
MsrA inh: bovine MsrA inhibition. purified bovine MsrA, absorbance read-out. inhibition, % at 15.5 µM. hit rate 0.75% among 360,000. AID 651718; in the data active = inhibition above about 4.5%;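 also: 0% = vehicle wells with enzyme and 100% = reference inhibitor wells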
PABP1 MLLE inh: blocks PAM2 peptide binding to the PABP1 MLLE domain; P11940; GST-MLLE / FITC-PAM2 fluorescence polarization; inhibition, % at 20 µM; hit rate 0.36% among 360,000; AID 588489; in the data active = inhibition above about 35%, passing the limit was not always enough;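 also: plate controls were DMSO wells with GST-MLLE for no effect and wells lacking GST-MLLE protein for full effect; some results filed as inactive read as strong as hits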
MsrA act: activators of bovine methionine sulfoxide reductase A. purified bovine MsrA, absorbance read-out. activation, % at 10.6 µM. hit rate 0.3% among 360,000. AID 602163; in the data active = activation above about 7.5%;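 also: 0% = vehicle and 100% = reference activator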
SKN-1 inh: blocks SKN-1 activity in C. elegans. C. elegans VP596 Pgst-4::GFP/RFP ratio, acrylamide-induced, 24 h. hit rate 0.49% among 360,000. inhibition, % at 21.8 µM;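 active = interference check ratio from 0.5 to 1.5 plus GFP to RFP signal ratio inhibition reaching or exceeding a fixed threshold, cut at about 30% in these data, passing the limit was not always enough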; also: some compounds called inactive have numbers as strong as hits
MT1-MMP act inh: blocks activation of human MT1-MMP. hit rate 0.061% among 360,000. GFP/RFP ratio change, % at 20 µM. HT1080 RFP-PRO-GFP cells, GFP/RFP ratio fluorescence, overnight; percent of plate control window, DMSO zero. AID 651647. P50281;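 active = GFP/RFP ratio change of at least 30% with cell ATP level not reduced by more than half and red fluorescence within 50% of control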; also: strong numbers were not always called active
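Assay system: HT1080 RFP-PRO-GFP cells | Dosing: 20 µM single dose, 1% DMSO | Incubation: Cells overnight before dosing, compound overnight, 37 °C, 5% CO2 | Evaluation: GFP/RFP fluorescence ratio | Control set: DMSO-only wells and HT1080 RFP-L50D-GFP cell wells as references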
eLon inh: inhibitors of E. coli Lon protease. purified E. coli Lon protease, fluorescence polarization. inhibition, % at 7.94 µM. hit rate 0.42% among 360,000; in the data active = inhibition above about 13%, passing the limit was not always enough;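 also: 0% = enzyme with probe and DMSO and 100% = no enzyme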
Target sequence (P0A9M0 whole entry, looked up): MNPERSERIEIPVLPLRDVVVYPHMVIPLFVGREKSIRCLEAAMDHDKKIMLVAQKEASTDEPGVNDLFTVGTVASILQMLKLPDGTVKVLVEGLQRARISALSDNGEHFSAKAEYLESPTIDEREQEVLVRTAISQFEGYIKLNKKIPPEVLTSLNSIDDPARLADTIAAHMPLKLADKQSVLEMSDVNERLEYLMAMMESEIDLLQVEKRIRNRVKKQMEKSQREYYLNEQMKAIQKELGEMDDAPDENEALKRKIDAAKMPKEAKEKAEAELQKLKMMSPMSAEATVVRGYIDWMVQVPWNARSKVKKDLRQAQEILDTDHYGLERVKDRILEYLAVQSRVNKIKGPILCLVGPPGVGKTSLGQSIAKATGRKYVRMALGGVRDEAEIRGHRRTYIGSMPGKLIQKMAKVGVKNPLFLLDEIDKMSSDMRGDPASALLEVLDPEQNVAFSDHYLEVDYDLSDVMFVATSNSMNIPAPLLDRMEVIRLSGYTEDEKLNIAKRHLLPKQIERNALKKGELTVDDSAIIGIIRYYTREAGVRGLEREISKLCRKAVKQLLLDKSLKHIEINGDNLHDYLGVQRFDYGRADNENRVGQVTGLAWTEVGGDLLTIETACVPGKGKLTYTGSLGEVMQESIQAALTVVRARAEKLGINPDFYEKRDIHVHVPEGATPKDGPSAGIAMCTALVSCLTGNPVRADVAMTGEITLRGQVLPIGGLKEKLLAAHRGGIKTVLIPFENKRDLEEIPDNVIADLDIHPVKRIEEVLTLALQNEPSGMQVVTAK
* = called active by the depositor; nt = no result given; & = joins results of further samples.

SMILES,NRP1-CendR mod,Tb MetRS inh,FAS-TE inh,MsrA inh,PABP1 MLLE inh,MsrA act,SKN-1 inh,MT1-MMP act inh,eLon inh
CC1=CC(C)(C)N(S(=O)(=O)c2ccc(F)cc2)c2ccc(C)cc21,9,0.1,24,0.2,-8,0,17,8,-3
CS(=O)(=O)NNC(=O)Cn1nnc(-c2ccc(OCc3ccccc3Cl)cc2)n1,-8,-0.4,10,-1.7,-11,-3,14,4,0
O=C(OCc1nc2ccsc2c(=O)[nH]1)c1ccc(Cl)s1,-5,0.1,-4,0.2,-4,0,7,-5,-8
O=C(CS(=O)CC(=O)Nc1cccc2c1CCCC2)Nc1ccc(F)cc1 (stereo not drawn),-6,-0.4,-6,1.3,13,-2,-10,0,-5
CC1=C(C)/C(=N\OS(=O)(=O)c2ccccc2)C=CC1=O,5,-1.0,4,nt,21,-13,1,1,4
COc1ccc(-c2nc(SCC(=O)N(CC(C)C)c3c(N)n(Cc4ccccc4)c(=O)[nH]c3=O)n[nH]2)cc1,-28,-0.4,-5,-1.8,-16,-2,-1,-3,-21
Cc1cc(NC(=O)CSc2nc3sc4c(c3c(=O)n2C)CCCC4)no1,0,-0.5,-12,-0.3,-17,-4,-8,-2,-2
O=C(NCCC1=CCCCC1)c1ccc(Cl)c(S(=O)(=O)N2CCCCC2)c1,3,-0.4,19,-0.6,-6,-10,2,22,5
CC(=O)c1ccc(N2CCN(Cc3cc(=O)n4c(-c5ccccc5)csc4n3)CC2)cc1,-6,-0.3,-1,2.5,-12,-4,5,-11,-7
O=C(Nc1nccs1)C1=COCCO1,-5,-0.2,-6,0.2,8,-3,0,1,17
CN1CCN(c2cc(N3CCN(C(=O)c4ccco4)CC3)c3c4c(onc24)-c2ccccc2C3=O)CC1,136,-0.1,5,nt,-99,-3,58,-3,7
COc1cccc(-c2cnc(C(O)c3cc(F)cc(Cl)c3)[nH]2)c1 (stereo not drawn),6,20*,3,0.2,8,3,-2,8,-2
CCOc1ccc(Br)cc1CNc1ccc2c(c1)OCCO2,-3,-0.2,31,-1.6,6,-7,16,1,5
O=C(O)CCC(=O)NCCn1c(-c2ccccc2)csc1=Nc1ccccc1,6&-18,-0.1&0.8,-12&-8,-0.1,4&19,4&-1,10&7,0&-3,-19&-13
Cc1cc(C)cc(-n2nnn(C3C/C(=N/NC(N)=S)C4OCC3O4)c2=S)c1 (stereo not drawn),-10,-0.8,4,0.8,25,1,3,0,12
CCN(c1ccccc1)S(=O)(=O)c1ccc(C(=O)Nc2nnc(C3CC3)o2)cc1,-2,0.0,5,1.2,-1,-4,-2,-1,5
Cc1ccc(C)n1-c1ccccc1N1CCCCC1,-2,0.2,8,0.8,19,-3,-7,-1,-2
COc1cc(C)c(C(N)=O)c(OC)n1,-5,-0.5,-8,-0.4,8,2,6,-5,7
COc1ccc(C2CC(c3cccs3)=NN2C(=O)CSc2nnc(N)s2)cc1OC (stereo not drawn),1,-0.5,-12,1.3,-3,-9,-1,-2,3
O=C(O)/C(=C\c1cn(-c2ccccc2)nc1-c1cccnc1)NC(=O)c1ccccc1,5,-0.9,-9,0.3,-5,-10,-3,-5,2
CCC(CC)C(=O)Nc1nnc(S(=O)(=O)Nc2ccc(OC)cc2)s1,-9,-0.5,-6,0.5,1,-10,6,5,-4
Cc1ccc(NC(=O)C2CCN(C(=O)c3ccc(Cl)cc3)CC2)nc1,6,-0.3,-2,-0.1,8,-1,7,-5,0
CCCOc1ccc(C(=O)Nc2ccc(C)cc2[N+](=O)[O-])cc1,-8,-1.0,-5,0.6,-12,-10,-6,0,-4
Cc1cc(NCCCO)n2nc(-c3cccs3)cc2n1,10,-0.8,-9,-0.7,-1,0,11,2,-6
Cn1nnnc1SCC(=O)N(C1CCCCC1)C1CCCCC1,13,-0.8,3,-0.7,-5,-1,-1,-8,-7

Three compounds out of the list, sorted by molar mass, highest first.
SMILES,NRP1-CendR mod,Tb MetRS inh,FAS-TE inh,MsrA inh,PABP1 MLLE inh,MsrA act,SKN-1 inh,MT1-MMP act inh,eLon inh
COc1ccc(C2CC(c3cccs3)=NN2C(=O)CSc2nnc(N)s2)cc1OC (stereo not drawn),1,-0.5,-12,1.3,-3,-9,-1,-2,3
Cc1ccc(C)n1-c1ccccc1N1CCCCC1,-2,0.2,8,0.8,19,-3,-7,-1,-2
O=C(Nc1nccs1)C1=COCCO1,-5,-0.2,-6,0.2,8,-3,0,1,17

Other results follow.
SMILES,NRP1-CendR mod,Tb MetRS inh,FAS-TE inh,MsrA inh,PABP1 MLLE inh,MsrA act,SKN-1 inh,MT1-MMP act inh,eLon inh
CCC(C)(C)NC(=O)CN(C(=O)CCC(=O)Nc1cc(C)ccn1)c1ccc2c(c1)OCCO2,11,0.5,0,1.4,-6,-5,0,-6,-1
CCOC(=O)C1CCN(c2nc3ccccc3n2CC(=O)c2ccccc2)CC1,-2,-0.3,4,-0.3,7,-1,7,-5,-2
O=C1N[C@H]2CC=C[C@H]2Nc2ccccc21,2,0.2,-7,0.7,6,-2,6,2,-4
CCN1C(=O)C(CC(=O)NCCc2ccccc2)N(NC(=O)c2cccnc2)C1=S (stereo not drawn),-7,-0.3,1,1.9,21,-2,5,1,5
O=C1C2C(c3ccccc3)CC=CC2[C@H](c2ccc3ccccc3c2)N1Cc1ccccc1 (stereo partly drawn),11,-0.6,41,1.0,6,-8,-12,2,8
Cc1ccc(-c2csc(NC(=O)Cc3cccs3)n2)cc1C,-10,0.2,0,-0.7,3,-1,14,-10,-2
CC12CS(=O)(=O)CC1SC(=S)N2c1ccccn1 (stereo not drawn),2,-0.7,-1,-1.0,23,-3,2,2,-12
Cc1nc2ccccc2c(C)c1CC(=O)N(C)CC(=O)Nc1cccc(F)c1,-33,0.0,-1,-0.1,-32,-3,8,-8,2
CCc1ccc2c(c1)cc(C)c1nnc(SCC(=O)Nc3cc(OC)c(OC)cc3C(=O)O)n12,-4,0.2,2,0.2,3,6,15,1,5
Cc1cccc(NC(=O)c2ccc([N+](=O)[O-])o2)n1,-9,-0.4,-1,0.9,9,1,6,6,-7
CC(=O)N=c1sc2c3ccccc3ccc2n1C,-6,0.1,-4,1.1,-4,-2,13,2,-3
CNC(=S)N1CCN(S(=O)(=O)c2ccc3ccccc3c2)CC1,-6,0.2,12,1.4,-165,-3,13,1,-5
COc1ccccc1N/N=C/c1ccc2c(c1)OCO2,2,-0.6,14,0.5,-5,-10,0,1,-3
CCCNc1c(NS(=O)(=O)c2ccc(Cl)s2)c(=O)oc2ccccc12,5,-0.7,-3,0.3,6,-11,-1,7,8
COc1ccc(Br)c(Cn2c(C)c(C(=O)NCc3ccccc3C(F)(F)F)sc2=O)c1,6,0.0,29,0.2,-3,-1,2,-1,3
COc1cc(Cn2c3ccc(NC(=O)NCCc4ccccc4)cc3c(=O)n2C)ccc1F,-4,0.3,4,1.4,0,-3,4,1,-10
CC1CCN(CC(O)COC2CC(C)CC(C)(C)C2)CC1 (stereo not drawn),-14,-0.4,-5,3.0,1,-3,1,2,-9
COCCNC(=O)CSc1nc2cc(OC)c(OC)cc2c(=O)n1Cc1ccc(OC)cc1,7,-0.2,2,0.1,2,-2,-1,7,-2
CCOC(=O)c1c(NC(=O)CSc2nnc(C)s2)sc2c1CCC(CC)C2 (stereo not drawn),15,-0.8,21,0.4,8,-11,-12,-2,-5
CCc1nnc(NC(=O)Cn2c(=O)oc3ccccc32)s1,2,-0.7,-6,-0.5,-12,0,-7,-7,-6
CCOCC(O)CS(=O)(=O)c1ccccn1 (stereo not drawn),-6,0.1,-3,2.3,4,-1,-9,1,-7
CCOc1ccc(OCC)c(NC(=O)CSCCc2ccccn2)c1,-2,-1.0,0,-0.8,-18,-6,-3,-2,-2
O=C(CNC(=O)c1ccccc1F)NCC(c1cccs1)N1CCOCC1 (stereo not drawn),9,-0.2,-10,1.0,-3,-3,6,-1,5
Nn1c(SCC(=O)Nc2cccc(S(N)(=O)=O)c2)nnc1C1CC1,12,-0.5,-7,0.8,1,-5,5,1,0
COc1ccccc1CN=C1NC(=O)C(CC(=O)Nc2ccc(C(C)=O)cc2)S1 (stereo not drawn),0,-0.5,-6,-1.0,-22,-13,-24,3,-2
CCc1cc2c(NC(C(=O)O)C(C)C)ncnc2s1 (stereo not drawn),-5,-0.1,-9,0.4,-6,-9,-7,-2,1
CCCCC(=O)c1ccc(O)cc1O,-1,-1.2,-11,2.0,1,-7,2,-3,-2
CN(O)/C=N/C(=S)Nc1ccc(Cl)cc1Cl,3,0.3,-14,0.5,28,2,10,5,3

Full records, quoted from the list:
Listed for Cc1nc2ccccc2c(C)c1CC(=O)N(C)CC(=O)Nc1cccc(F)c1 → NRP1-CendR mod: -33; Tb MetRS inh: 0.0; FAS-TE inh: -1; MsrA inh: -0.1; PABP1 MLLE inh: -32; MsrA act: -3; SKN-1 inh: 8; MT1-MMP act inh: -8; eLon inh: 2
Listed for Cc1cc(NC(=O)CSc2nc3sc4c(c3c(=O)n2C)CCCC4)no1 → NRP1-CendR mod: 0; Tb MetRS inh: -0.5; FAS-TE inh: -12; MsrA inh: -0.3; PABP1 MLLE inh: -17; MsrA act: -4; SKN-1 inh: -8; MT1-MMP act inh: -2; eLon inh: -2
